Compound activity: PubChem, NCI
All columns: NCI-60 one-dose screen, growth in % after 48 h at 10 µM unless noted; 100 = growth as untreated, 0 = no growth, -100 = all killed.
HL-60(TB): HL-60(TB) leukemia cells; 78,000 compounds, 9% hits; active means growth percent below 10
* hit, by the source's call; & = joins results of further samples. A portion of the library, so the mix of outcomes need not match the whole.

SMILES	HL-60(TB)
CS(=O)(=O)c1ccc(-c2nc3ccccn3c2/C=N/NC(=S)Nc2ccc(Cl)cc2)cc1	78.7
Cn1cnc(=N)c2[nH]cnc21	83.0
CCCCCCCCCCOC(=O)C(C)OC(=O)OC (stereo unspecified)	101.3
C=C1C(=O)O[C@H]2[C@H]1CC/C(COC(=O)CCCCCCC(=O)OC/C1=C/CC[C@@]3(C)O[C@H]3[C@H]3OC(=O)C(=C)[C@@H]3CC1)=C\CC[C@@]1(C)O[C@@H]21	-13.8*
CCCn1cnc2c(Sc3c([N+](=O)[O-])ncn3C)nc(N)nc21	75.8
O=C1CCN(Cc2ccco2)C(=S)N1	84.2
Clc1ccc(/C=N/N=c2\scc(-c3ccc(Br)cc3)n2/N=C/c2ccc(Cl)cc2)cc1	72.2
COc1ccccc1N1CCN(CC(C)C)CC1	104.3
N#C/C(=N\O)C(N)=O	103.9
CCC(c1ccc(O)cc1)C(CC)c1ccc(O)c(O)c1 (stereo unspecified)	98.0
Cc1cc([N+](=O)[O-])ccc1NC(=O)c1ccc2c(c1)nc(-c1ccccc1)n2C1CCCCC1	64.7
Nc1cc(S(=O)(=O)c2ccc(N3CCCCC3)c(N)c2)ccc1N1CCCCC1	97.5&61.8
C/C(=N\C(N)=S)c1nc2ccccc2n1CCBr	104.8
O=C(O)c1cc([N+](=O)[O-])ccc1Oc1ccccc1	88.6
COc1ccc(C(=O)c2sc3nc4c(cc3c2N)CCCC4)cc1OC	11.4
O=[N+]([O-])c1ccc2cn(C3OC(CO)C(O)C3O)nc2c1 (stereo unspecified)	111.6
COc1cccc(-c2nnc(-c3nc4ccccc4nc3Cl)o2)c1	97.1
COc1cc(O)ccc1C1=CC(=O)OC1Cc1ccc(O)cc1 (stereo unspecified)	103.5
NC(=O)c1cc2c(n1Cc1ccccc1)-c1nc(NC3CCCCC3)ncc1CCC2	104.0
COC(=O)CCCCCCCCCCBr	114.6
COc1ccc(Cn2nc(-c3ccc(OC)c(OC)c3)c3c2CCc2cnoc2-3)cc1OC	73.7
CCCCCCOC(=O)N1CCCCC1CCCCC (stereo unspecified)	119.3
CC1(C)S[C@@H]2[C@H](NC(=O)[C@H](C(=O)O)c3cccs3)C(=O)N2[C@H]1C(=O)O	105.9
CC(=O)c1c(-c2ccc(OC(F)(F)F)cc2)nc2ccccn12	115.1
Cc1cc2c(c(C)c1Cl)C(=O)/C(=C/c1ccc(F)cc1)O2	97.1

Filtered by structure, those above with fluorine
SMILES	HL-60(TB)
CC(=O)c1c(-c2ccc(OC(F)(F)F)cc2)nc2ccccn12	115.1
Cc1cc2c(c(C)c1Cl)C(=O)/C(=C/c1ccc(F)cc1)O2	97.1

(list continues)
SMILES	HL-60(TB)
N#Cc1c(-c2ccccc2)[nH]c(=S)n(N=O)c1=O	118.3
Cc1cccc(N)c1	92.8
Cc1cc2ccccc2cn1	91.6
CCOC(=O)C1=C(C(C)=O)C(c2ccccc2[N+](=O)[O-])C(C(C)=O)=C(C(=O)OCC)N1	80.1
C/C(=N\NC(=O)C(C)SC(C)C(=O)N/N=C(\C)c1cccnc1)c1cccnc1 (stereo unspecified)	77.1
c1ccc(-c2c3c(nn2-c2ccccc2)CON(c2ccccc2)[C@H]3c2ccccc2)cc1	100.1
c1ccc2c(c1)-c1nc3ccccc3cc1C2N1CCCCC1 (stereo unspecified)	72.9
O=C1c2c(c(=O)[nH]c3ccccc23)CCN1Cc1ccccc1	117.8
CCOC(=O)c1nn(-c2ccc(Cl)cc2)c(=N/N=C(\C)c2c(O)c(OC)c3occc3c2OC)s1	102.0
COc1ccc(-c2nc3c(nc(C)c4ccc(C)nc43)o2)cc1	94.8
CCc1cc(O)c([N+](=O)[O-])cc1[N+](=O)[O-]	102.8
CCc1nnc(NC(=O)c2ccoc2COc2ccccc2)s1	19.3
Cn1c(=O)[nH]c(=O)c2nc3c(nc21)-c1ccccc1C3=O	101.0
CC/C(=C/c1ccc(OC)cc1)[N+](=O)[O-]	-1.6*
CN(C)Cc1ccc(O)c(C(=O)O)c1	107.2
Cc1ccc(C)c2c1CCC(C)C2O (stereo unspecified)	95.4
O=C(CCc1nc2sc3c(c2c(=O)[nH]1)CCC3)NCc1cn(-c2ccccc2)nc1-c1ccccc1	98.7
Cc1nn(-c2ccccc2)c2nc(C)n(C(=O)N/N=C/c3ccccc3O)c(=O)c12	94.0
CCN1CCCCN(CC(=O)NC(C)(C)C)CC1	94.8
N/C(=N/N=C/c1ccncc1)N[N+](=O)[O-]	109.0
CCC1(C)COC(c2ccc(OC)cc2)OC1 (stereo unspecified)	85.3
COCC1(c2nc3cc(F)ccc3c(-c3ccccc3)c2-c2nn[nH]n2)CCCC1	95.6
Nc1cc(S(=O)(=O)O)c2cccc(S(=O)(=O)O)c2c1	106.7&107.6
CCN(CC)CCSc1nc2ccccc2[nH]1	100.1
CC(=O)c1cc(C)c(OC(=O)c2ccccc2)c(C)c1	97.9

Remaining list, next part
SMILES	HL-60(TB)
CS(=O)(=O)c1ccc(-n2nc(C(=O)OCc3ccc(Br)cc3)cc2-c2ccccc2)cc1	99.0
O=c1[nH]c2ccccc2c(-c2cccc(O)c2)c1O	88.3
CCN(CC)CCCCNc1c2ccc(Cl)cc2nc2ccc(OC)cc12	-34.8*
COc1cc(-c2nc(SCC(C)C)nc(Nc3cccc4ccccc34)c2C#N)cc(OC)c1OC	79.1
CCOC(=O)Nc1cccc(C(F)(F)F)c1	109.0
Cn1cnc([N+](=O)[O-])c1N=C(N)N	87.7
CC(C)(C)Nc1c(-c2cccs2)nc2ncccn12	66.6
O=C1CCC(c2ccccc2)(c2ccccc2)C(=O)N1	97.9
O=C(Cn1cc(F)c(=O)[nH]c1=O)c1ccco1	101.4
COc1ccc(CCN2CCN(c3cccc(Cl)c3)CC2)cc1OC	128.2
C/C(=N\O)c1ccc(NC(=O)CSc2nnc([C@H](C)c3ccc(CC(C)C)cc3)o2)cc1	98.7
Cc1cc(F)ccc1C(=O)Nc1cc(-c2cccnc2)nc(NCCCN2CCOCC2)n1	138.9
COc1ccc(-c2nn(-c3ccccc3)cc2C2C(C(=O)Nc3ccccn3)=C(C)NC(C)=C2C(=O)Nc2ccccn2)cc1	99.3
CC(C)OCC1CO1 (stereo unspecified)	103.4
Cc1nc2ccc(-c3cc(C(F)(F)F)cc(C(F)(F)F)c3)cc2c(=O)n1-c1ccccc1	78.6
Cn1cc(-c2nonc2-c2c[nH]c3ccccc23)c2cccnc21	4.8*
CNC(=O)OCC1CC=CCC1 (stereo unspecified)	83.0
COc1ccc(C2=NN(C=O)C(c3sc(N(C)Cc4ccccc4)nc3Cl)C2)cc1 (stereo unspecified)	60.3
COc1cc(-c2nc3occn3c2-c2ccnc(NCCCNS(=O)(=O)c3ccc(O)cc3)n2)ccc1F	95.3
CC1([N+](=O)[O-])COP(=O)(Nc2ccc(Cl)cc2)OC1 (stereo unspecified)	93.3
Cn1ncc2c1NC(=O)CC2c1cccnc1 (stereo unspecified)	101.8
O=C(Nc1ccc(Cl)c(Cl)c1)Nc1ccc([N+](=O)[O-])cn1	105.4
Cc1cn(CCC(=O)NO)c(=O)[nH]c1=O	110.4
CCOC(=O)N1CCc2c(sc3c2C(=O)N(Cc2ccccc2)S(=O)(=O)N3)C1	104.5
OCCNc1nc(O)c(/C=C2\C=Nc3ccccc32)s1	104.0

Reformatted: entries from further up
SMILES | HL-60(TB)
COc1ccc(-c2nn(-c3ccccc3)cc2C2C(C(=O)Nc3ccccn3)=C(C)NC(C)=C2C(=O)Nc2ccccn2)cc1 | 99.3
Cn1ncc2c1NC(=O)CC2c1cccnc1 (stereo unspecified) | 101.8
O=C(Nc1ccc(Cl)c(Cl)c1)Nc1ccc([N+](=O)[O-])cn1 | 105.4
COc1ccc(C2=NN(C=O)C(c3sc(N(C)Cc4ccccc4)nc3Cl)C2)cc1 (stereo unspecified) | 60.3
CCN(CC)CCCCNc1c2ccc(Cl)cc2nc2ccc(OC)cc12 | -34.8*

(further entries)
SMILES	HL-60(TB)
CCCCCCCCCCCCCCCC(=O)OCCCCCCCCCCC	120.5
Cc1ccc(C)c2c(Cl)c3c(C)ccc(C)c3nc12	86.1
COC(=O)C1(CC(=O)c2cccc3ccccc23)NC(=S)NC(=O)C1C#N (stereo unspecified)	108.1
N#CC1=C(N)CCNC1	104.8
CC(C)(C)c1cc(NC(=O)Cc2ccc(-c3cnc4cc(-c5cnn(CCN6CCOCC6)c5)ccc4n3)cc2)no1	4.2*
O=C1CCC(C(=O)NNc2ccccc2[N+](=O)[O-])N1 (stereo unspecified)	98.1
Cc1ccc(/C=C2\C(=O)N(C)c3ccccc32)s1	100.1
NCCC(=O)NCc1ccccc1	77.5
O=C(/C=C/c1cccc(C(F)(F)F)c1)Nc1ncc(Cc2ccccc2)s1	88.0
Cc1cccc(C(=O)OCC(=O)Nc2sc3c(c2C(N)=O)CCC3)c1C	109.3
O=S(=O)(O)c1ccc(N=Nc2ccccc2)cc1	87.1
CCOC(=O)c1c(C)nc2[nH]n(-c3ccccc3)c(=O)c2c1-c1ccc(OC)cc1	98.3
CCCc1cc(=O)nc2nncc(-c3ccccc3)n12	91.6
CC1(C)CC[C@]2(C(=O)N3CCOCC3)CC[C@]3(C)C(=CC[C@@H]4[C@@]5(C)CCC(=O)NC(C)(C)[C@@H]5CC[C@]43C)C2C1 (stereo partly specified)	92.0
COc1ccc(CNCCO)cc1	61.2
Cc1ccc2c(c1)C(=O)/C(=C/c1ccc(OCC(=O)c3ccccc3)cc1)O2	69.9
COCCOc1cc2ncnc(N3CCN(S(=O)(=O)c4ccccc4Cl)CC3)c2cc1OCCOC	56.0
COc1cccc(C2CC(=O)Nc3cc4c(cc32)CCC4)c1OC (stereo unspecified)	10.4
Nc1c(C(=O)Nc2ccccc2)sc2ncccc12	103.8
Fc1cc(CCOc2ncc(Cl)c(-n3cnc4ccccc43)n2)ccn1	96.2
O=C1/C(=C/c2c(Cl)cccc2Cl)CN(S(=O)(=O)c2ccccc2)C/C1=C\c1c(Cl)cccc1Cl	81.0
CO[C@H]1CC(O[C@@H]2/C(C)=C/C[C@@H]3C[C@@H](C[C@]4(CC[C@H](C)[C@@H](C5CCCCC5)O4)O3)OC(=O)[C@@H]3C=C(C)/C(=N/O)[C@H]4OC/C(=C\C=C\[C@@H]2C)[C@]43O)O[C@@H](C)C1O (stereo partly specified)	-48.7*
CC(=O)N1N/C(=C2/C(C)=NC(=S)NC2c2ccccc2)CC1c1ccc(Cl)cc1 (stereo unspecified)	91.8
N#CCC(N)=S	109.1
c1ccc(-c2ccc(-c3nc4cnccn4c3NCCN3CCOCC3)cc2)cc1	100.4

Taken from above:
Under HL-60(TB), CC(C)(C)c1cc(NC(=O)Cc2ccc(-c3cnc4cc(-c5cnn(CCN6CCOCC6)c5)ccc4n3)cc2)no1 has 4.2*
Under HL-60(TB), O=[N+]([O-])c1ccc2cn(C3OC(CO)C(O)C3O)nc2c1 (stereo unspecified) has 111.6
Under HL-60(TB), COc1ccc(Cn2nc(-c3ccc(OC)c(OC)c3)c3c2CCc2cnoc2-3)cc1OC has 73.7
Under HL-60(TB), CC1(C)CC[C@]2(C(=O)N3CCOCC3)CC[C@]3(C)C(=CC[C@@H]4[C@@]5(C)CCC(=O)NC(C)(C)[C@@H]5CC[C@]43C)C2C1 (stereo partly specified) has 92.0
Under HL-60(TB), CS(=O)(=O)c1ccc(-c2nc3ccccn3c2/C=N/NC(=S)Nc2ccc(Cl)cc2)cc1 has 78.7
Under HL-60(TB), Cc1cc(F)ccc1C(=O)Nc1cc(-c2cccnc2)nc(NCCCN2CCOCC2)n1 has 138.9
Under HL-60(TB), Cc1ccc(C)c2c(Cl)c3c(C)ccc(C)c3nc12 has 86.1

(continued)
SMILES	HL-60(TB)
CC(CN1CCN(C)CC1)CN1c2ccccc2Sc2ccc(C(F)(F)F)cc21 (stereo unspecified)	40.4
OCCN1CCN(CCO)C1=S	113.9
O=C(c1ccc(OCCN2CCCCC2)cc1)c1c(-c2ccc(OS(=O)(=O)C3CCCCC3)cc2)sc2cc(OS(=O)(=O)C3CCCCC3)ccc12	99.7
CCOC(=O)c1cc(-c2cc(C)ccc2C)nc2ccccc12	93.6
C#CCSc1nnnn1-c1ccccc1	92.7
COC(=O)C(=O)C(/C=N/C(=S)NC1CCCCC1)=C(\O)c1ccc(F)cc1	99.7
COC(=O)[C@]12CC[C@@H](C)[C@H](C)[C@@H]1C1=CC[C@@H]3[C@@]4(C)C(C#N)=CC(C)=C4CC[C@@]3(C)[C@]1(C)CC2	-19.3*
CN1CCN(CCCOc2ccc3nc(Nc4ccc(C(F)(F)F)c(Cl)c4)ccc3c2)CC1	12.5
O=C(COc1ccc(C2SCC(=O)N2c2ccc(F)cc2)cc1)c1ccccc1 (stereo unspecified)	98.6
C[N+](C)(CCOc1ccccc1)Cc1cccs1	95.6
Nc1ccc(Cc2ccc(N)c(Br)c2)cc1Br	24.5&75.6
c1ccc2c(c1)Cc1ccccc1N2CCN1CCCCC1	85.1
OC(c1ccccc1)(c1cccnc1)C(O)(c1ccccc1)c1cccnc1 (stereo unspecified)	107.4
CCCn1cnc2c(c1=N)C(c1ccc(OC)cc1)c1sc3c(F)cccc3c1O2 (stereo unspecified)	87.2
Cn1c2c(c3ccc(Cl)c(Cl)c31)C(CN)C(C)(C)NC2=O (stereo unspecified)	85.5
CC(=O)N1N=C(c2cccc(OCCCCOc3cccc(C4=NN(C(C)=O)C(c5ccccc5)C4)c3)c2)CC1c1ccccc1 (stereo unspecified)	39.4
C=C[C@@H]1C[C@@H]2Cc3c(C)cc(C)cc3N1O2	0.0*
CC(=O)N1CCCC2=C1CCCCCC2	63.8
COc1c(N2CC3CCCNC3C2)c(F)cc2c(=O)c(C(=O)Oc3ccc(-c4cssc4=S)cc3)cn(C3CC3)c12 (stereo unspecified)	120.5
O=C(NNC(=O)c1cnc2nc[nH]n2c1=O)c1ccccc1	101.8
CCN1C(=O)NC(=O)C(C)(N2C(=O)c3c(F)c(F)c(F)c(F)c3C2=O)C1=O (stereo unspecified)	-70.3*
Cc1nc2c(c(=O)[nH]1)OCN(Cc1ccccc1)C2	96.5
[O-][n+]1cc(Cl)cc(Cl)c1	95.9&101.8
C/C(=N/O)C(=O)NCCCCC(=O)Nc1ccccc1	97.3
CCN(CC)CCOc1nc(-c2ccc(F)cc2)cc(-c2ccco2)n1	105.9
COc1ccc(CN2[C@H](C)[C@H](O)[C@H](O)[C@H](C(C)C)N(Cc3ccccc3)S2(=O)=O)cc1	125.5
